M1 antag – antagonists of human M1 muscarinic receptor. P11229. CHO-K1 hM1, Fluo-8 calcium fluorescence, ACh EC80 antagonist. inhibition, % at 3 µM. hit rate 1.3% among 360,000. AID 588852;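 active = percent inhibition above its own plate's cutoff, namely the mean of that plate's compound wells plus 3 SD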;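 also: peak over basal fluorescence ratio during 140 s after agonist addition; 0% = ACh EC80 plus DMSO and 100% = DMSO alone without agonist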
M4 ag – agonists of human muscarinic M4 receptor (CHRM4) | P08173 | CHO-K1 hM4/Gqi5, Fluo-8 calcium fluorescence; vehicle 0%, full acetylcholine response 100% | activation, % at 3 µM | hit rate 0.14% among 360,000;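 active = activation above the run mean over all test wells plus 3 SD, cut at about 32% in these data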;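 also: peak over basal fluorescence ratio per well then scaled between controls; 0% = DMSO wells and 100% = acetylcholine at EC100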
TAAR1 agonist – human TAAR1 agonism | Q96RJ0 | CHO RD-HGA16 TAAR1, Fluo-8 calcium fluorescence; vehicle wells 0%, saturating PEA agonist 100% | activation, % at 3 µM | hit rate 0.99% among 360,000;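 active = activation above the mean activation of all test compounds in the run plus 3 SD, cut at about 38% in these data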
Target sequence (Q96RJ0 whole entry, looked up): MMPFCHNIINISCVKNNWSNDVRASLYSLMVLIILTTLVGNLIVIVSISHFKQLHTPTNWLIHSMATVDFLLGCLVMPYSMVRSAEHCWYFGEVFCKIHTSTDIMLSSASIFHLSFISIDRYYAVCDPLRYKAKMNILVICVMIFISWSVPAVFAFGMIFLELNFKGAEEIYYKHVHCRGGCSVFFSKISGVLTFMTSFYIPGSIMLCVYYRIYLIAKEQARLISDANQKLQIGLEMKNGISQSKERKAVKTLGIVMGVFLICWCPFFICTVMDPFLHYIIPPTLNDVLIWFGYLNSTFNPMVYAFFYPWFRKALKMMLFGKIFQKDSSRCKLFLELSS
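Signal – calcium-sensitive Fluo-8 signal, excitation 470-495, emission 515-575 nm · System – RD-HGA16 (CHO) cells co-expressing Gα16 and hTAAR1 · Incubation – 17-24 h seeding, 75 min 37 °C dye, 30 min RT · Compound dosing – 3 µM single concentration · Repeats – no replicates (n 1)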
M1 ag – human M1 muscarinic receptor agonism; P11229; CHO-K1 hM1, Fluo-8 calcium fluorescence, agonist mode; 0% DMSO, 100% acetylcholine EC100; activation, % at 3 µM; hit rate 0.33% among 360,000;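 active = activation above the run's mean compound activation plus 3 SD, cut at about 16% in these data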;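 also: peak over basal fluorescence ratio within a 140 s kinetic read after compound addition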
CHRM5 antagonist – blocks acetylcholine activation of human M5 receptor. P08912. CHO-hM5 cells, Fluo-8 calcium fluorescence, ACh EC80. inhibition, % at 3 µM. hit rate 0.59% among 360,000. AID 624040;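 active = inhibition above a per-plate cutoff, the mean of that plate's test compounds plus 3 SD, cut at about 27% in these data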;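 also: 0% = acetylcholine EC80 with DMSO and 100% = DMSO without agonist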
Target sequence (P08912 whole entry, looked up): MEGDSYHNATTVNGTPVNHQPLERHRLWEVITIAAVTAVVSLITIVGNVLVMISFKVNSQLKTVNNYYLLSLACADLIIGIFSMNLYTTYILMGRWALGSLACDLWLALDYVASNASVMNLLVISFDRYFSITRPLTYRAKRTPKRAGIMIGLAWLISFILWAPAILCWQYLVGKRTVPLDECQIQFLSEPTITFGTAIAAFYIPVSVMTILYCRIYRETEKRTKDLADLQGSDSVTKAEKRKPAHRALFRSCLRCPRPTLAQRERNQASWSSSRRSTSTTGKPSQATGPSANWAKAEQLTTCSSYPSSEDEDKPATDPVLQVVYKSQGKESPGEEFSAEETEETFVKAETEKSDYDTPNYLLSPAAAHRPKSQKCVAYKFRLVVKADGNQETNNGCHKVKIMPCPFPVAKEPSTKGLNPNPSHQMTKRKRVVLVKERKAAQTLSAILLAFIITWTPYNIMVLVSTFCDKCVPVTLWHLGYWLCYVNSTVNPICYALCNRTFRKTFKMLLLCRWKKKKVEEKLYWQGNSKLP
CHRM5 agonist – agonists of human muscarinic M5 receptor (CHRM5). P08912. hit rate 0.19% among 360,000. AID 624037. activation, % at 3 µM. CHO-K1 hM5 cells, Fluo-8 calcium fluorescence; 0% DMSO wells, 100% maximal acetylcholine response;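 active = activation above the run's mean over test compounds plus 3 SD, cut at about 23% in these data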;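 also: signal is peak over basal fluorescence ratio across the kinetic read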
CHRM1 PAM – potentiates human M1 receptor response to acetylcholine; P11229; CHO-K1 hM1, Fluo-8 calcium fluorescence, ACh EC20; 0% = ACh EC20, 100% = maximal ACh; activation, % at 3 µM; hit rate 0.088% among 360,000; AID 588819; in the data active = activation above about 19%, passing the limit was not always enough
CHRM5 PAM – positive allosteric modulators of human muscarinic M5 receptor; P08912; CHO-K1 hM5, Fluo-8 calcium, ACh EC20 PAM; 0% = ACh EC20, 100% = ACh EC100; activation, % at 3 µM; hit rate 0.3% among 360,000;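 active = activation above the run cutoff, the mean activation of all test compounds plus 3 SD, cut at about 18% in these data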
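Measured by: Fluo-8 calcium fluorescence; material: human M5 receptor in CHO-K1 cells; schedule: Post-acetylcholine fluorescence recording 140 s; benchmarks: low control EC20 acetylcholine (0%), high control EC100 acetylcholine (100%); read-out: Max/basal fluorescence ratio as % of EC20–EC100 ACh window; compound: single dose, 3 µM nominal final test concentration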
M4 antag – CHRM4 antagonism in calcium assay; P08173; CHO-hM4 cells, ACh EC80, Fluo-8 calcium fluorescence; inhibition, % at 3 µM; hit rate 0.73% among 360,000;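 active = inhibition above its plate's cutoff, the mean inhibition of sample wells plus 3 SD, cut at about 27% in these data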;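 also: 0% = acetylcholine EC80 with DMSO and 100% = DMSO without agonist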
* hit, by the source's call; / = not tested or not shown.

No.	canonical_smiles	M1 antag	M4 ag	TAAR1 agonist	M1 ag	CHRM5 antagonist	CHRM5 agonist	CHRM1 PAM	CHRM5 PAM	M4 antag
1	Cn1nnnc1Sc1ncnc2scc(-c3ccccc3Cl)c12	2	0	9	-12	10	-9	0	3	3
2	COc1ccc(NC(=O)c2cccc(NS(=O)(=O)c3ccccc3)c2)cc1	-11	2	2	-3	6	1	8	-3	4
3	O=C(NCCCN1CCCC1=O)c1ccc2c(c1)OCO2	-7	1	19	-4	-9	2	4	4	-5
4	COC(=O)[C@]12CCCCC=C1N(Cc1ccc(Cl)cc1Cl)C(=O)[C@H](CC(=O)N1CCOCC1)C2	/	5	7	/	1	0	/	-3	-5
5	CN(C)C(=O)c1cccc(-c2cnc3c(NC=O)cc(-c4ccc(C(=O)N5CCOCC5)cc4)cn23)c1	-9	0	1	2	6	0	17	-1	1
6	O=C(Cc1cc(=O)[nH]c(=O)[nH]1)NCc1ccccc1	-10	0	1	0	1	2	8	-1	-3
7	CCC(=O)Nc1ccc(NC(=O)/C=C/c2ccc(Cl)cc2)cc1	6	3	5	-4	3	2	3	0	10
8	CCCCC(=O)N1CCN(c2nc3ccc(OCC)cc3s2)CC1	-5	7	2	2	-3	1	-4	-6	-6
9	COC(=O)c1c(C(=O)OC)c2ccncn2c1Cl	-3	0	7	0	0	-2	6	7	-7
10	Cc1cccc(-n2c(C)cc(/C=N/n3cnnc3)c2C)c1	70*	0	11	-3	7	-11	-21	-3	3
11	O=c1[nH]c2cc([N+](=O)[O-])ccc2c2ccccc12	-12	1	-1	-3	-2	3	8	15	-3
12	O=C(Cc1cccs1)NCCS(=O)(=O)N1CCN(c2ccccc2)CC1	3	2	0	-2	3	1	-4	-2	-10
13	O=C(NCCCN1CCOCC1)c1cn(-c2ccccc2)nc1-c1ccc(Br)cc1	4	9	11	-3	12	-2	-1	-9	3
14	CCC1=C(OC(=O)N(CC)CC)N2C(=O)OC(=NCC3CC3)[C@]2(C)[C@H]2C1=CC[C@H]1C(=O)NC(=O)[C@H]12	0	0	4	-1	11	3	8	-1	-5
15	O=[N+]([O-])c1ccc(S(=O)(=O)N2CCN(Cc3ccco3)CC2)cc1	-1	0	1	-4	8	-4	4	-3	0
16	CCOc1ccc(S(=O)(=O)N2CCOCC2)cc1NC(=O)CSC(=S)N1CCCC1	-14	0	0	-2	-4	8	6	-3	-6
17	Cn1nc(C(=O)N2CCN(c3ccc(F)cc3)CC2)c2c1-c1ccccc1S(=O)(=O)C2	-5	8	1	-1	4	-1	8	1	-2
18	CN(C(=O)COC(=O)CCCN1C(=O)c2cccc3cccc(c23)C1=O)C1CCS(=O)(=O)C1 (stereo unspecified)	-7	1	0	-5	13	-1	0	-3	-3
19	c1ccc(N2CCN(c3ccccc3)C2c2ccncc2)cc1	9	-1	24	-9	-1	-2	-4	-1	7
20	CCCCN(CCCC)C(=O)CCS(=O)(=O)c1ccc2c(c1)n(C)c(=O)c(=O)n2C	-1	0	11	-4	1	0	1	-1	4
21	Cc1ccc(S(=O)(=O)NCCc2nnc3ccc(SCC(=O)Nc4nc(C)cs4)nn23)cc1	3	0	1	-8	5	-2	0	5	6
22	CCCCNC(=O)c1cc2n(n1)C(C(F)(F)F)CC(c1ccccc1)N2 (stereo unspecified)	-1	5	5	1	-8	4	3	1	-4
23	Cc1ccc(C)c(N=Cc2ccc(-c3ccc([N+](=O)[O-])cc3)o2)c1	-3	5	9	0	-2	2	10	-1	1
24	Cc1cc(C)c(S(=O)(=O)Nc2ccc(N3CCOCC3)cc2)c(C)c1	8	3	0	-2	-2	-1	-4	-1	0
25	Cc1nc2ccccn2c1C(=O)N/N=C/c1ccccc1	-10	-1	3	2	19	-2	17	-3	-11
26	O=C(O)C1(c2ccccc2)CCN(S(=O)(=O)c2ccc(F)c(F)c2)CC1	-2	0	1	0	8	1	2	4	3
27	CC(=O)Nc1ccc(S(=O)(=O)N2CN(c3ccc(C)cc3)c3nc4ccccc4nc32)cc1	0	1	-1	-4	12	-3	9	-5	4
28	CN(C)/C=C(/C(=O)c1ccc(Cl)c(Cl)c1)c1nnnn1-c1ccccc1	-6	-1	0	-3	-1	-3	4	4	7
29	CCCCOC(=O)C(C)Oc1ccc(=O)n(-c2ccccc2)n1 (stereo unspecified)	-17	3	0	2	-2	3	7	-6	-13
30	Cc1cc(C)cc(N(C(=O)C(F)(F)F)C(C(=O)NC2CCCCC2)c2cccs2)c1 (stereo unspecified)	-19	-1	-2	-4	10	0	2	-12	1
31	Cc1csc(NC(=O)c2ccc(=O)[nH]c2)n1	-7	1	1	-6	8	-3	6	-1	13
32	CC[C@H](C)[C@H](NS(=O)(=O)c1ccc(C)cc1)C(=O)N1CCC(C(=O)N[C@@H](C)C(=O)O)CC1	-2	0	3	0	-1	1	5	-2	-10
33	CCN(CC(=O)Nc1ccc(S(=O)(=O)N2CCCC2)cc1)CC(=O)Nc1ccccc1C(F)(F)F	20	2	9	-6	8	3	-12	-3	8
34	COc1ccc(C2NC(=O)C(C#N)=C(S)N2c2ccc(C)cc2)cc1OC (stereo unspecified)	-4	1	7	-1	7	2	7	3	1
35	ClCCN1C2=NCCCN2c2ccccc21	-10	1	-1	-4	0	3	6	9	6
36	CC(C)c1cc(Cn2c3ccccc3c(=O)n2C(C)Cn2cc(CCCC#N)nn2)on1 (stereo unspecified)	/	2	1	/	2	1	/	1	2
37	COc1cccc(C(=O)NCC2(c3ccc(OC)c(OC)c3)CCCC2)c1	-19	1	3	-1	8	-2	19	0	1
38	O=C(O/N=C/c1cccc([N+](=O)[O-])c1)C1CC1	-6	1	4	-4	-3	-4	9	1	14
39	CC1(C)Oc2ccc(C(=O)N3CCOCC3)cc2N(CC(=O)Nc2ccccc2)C1=O	-16	/	13	-3	-6	-4	10	-3	-7
40	O=C(CSc1nnc(COc2ccc(Cl)cc2)o1)NC1CCCCC1	-7	2	0	-4	-9	-3	6	3	1

Whole records, quoted from the list. Order of screens: M1 antag	M4 ag	TAAR1 agonist	M1 ag	CHRM5 antagonist	CHRM5 agonist	CHRM1 PAM	CHRM5 PAM	M4 antag
O=C(O/N=C/c1cccc([N+](=O)[O-])c1)C1CC1 is entered as -6	1	4	-4	-3	-4	9	1	14
COc1ccc(C2NC(=O)C(C#N)=C(S)N2c2ccc(C)cc2)cc1OC (stereo unspecified) is entered as -4	1	7	-1	7	2	7	3	1

Additional results
No.	canonical_smiles	M1 antag	M4 ag	TAAR1 agonist	M1 ag	CHRM5 antagonist	CHRM5 agonist	CHRM1 PAM	CHRM5 PAM	M4 antag
41	COc1ccc(Br)cc1C1NC(=O)c2c(sc3c2CCN(C)C3)N1 (stereo unspecified)	-27	1	2	-4	2	-3	6	3	-9
42	CC(=O)c1ccc(C(=O)Nc2nnc(-c3ccc(Cl)cc3)o2)cc1	-1	-1	1	-2	4	0	2	-2	1
43	CCN1C(=O)[C@@H]2[C@@H](c3ccc(SC4CCCCC4)c(OC)c3)N3CCC[C@@]3(C(=O)OC)[C@@H]2C1=O	6	6	1	-3	-11	8	0	3	11
44	COCCCNC(=O)c1cn(-c2cccc(OC)c2)c(=O)c2ccccc12	-1	16	-1	-3	12	1	-1	-10	0
45	CN(C(=O)c1ccc(NC(=O)Cc2ccc(NC(=O)C3CCN(C(=O)C4CCC4)CC3)cc2)cc1)C1CC1	-13	0	2	2	0	2	20	-1	4
46	O=C(CSc1cccc[n+]1[O-])c1cccs1	13	2	0	0	-3	1	0	-1	4
47	CNc1ccc(C(=O)OCC(=O)NC(=O)NC2CCCC2)cc1[N+](=O)[O-]	-3	-1	12	-3	4	0	7	4	-3
48	CCc1nc2ccccc2c(C(=O)O)c1C	-7	0	8	-3	9	1	9	-2	14
49	CCOC(=O)c1cc(S(=O)(=O)NC2CCN(C(=O)OCC)CC2)cn1C	-21	2	1	1	-6	3	16	2	-15
50	CCCCN(Cc1ccccc1)C(=O)C1CCN(Cc2sccc2C)CC1	3	/	3	-7	2	-6	-6	-7	5
51	CN(C)S(=O)(=O)N(CC(=O)N(Cc1ccccc1)Cc1ccccc1)c1ccccc1	15	24	8	-1	6	3	-11	-7	-4
52	CCCCC(=O)Nc1cccc(NC(=O)c2cccc([N+](=O)[O-])c2)c1	-5	6	5	-7	-2	0	2	-5	-6
53	Cc1ccc(NC(=S)N(CCN2CCCCC2)Cc2ccco2)cc1C	6	1	3	-5	14	-10	-4	2	-1
54	Cc1sc2ncn(CC(=O)N3CCCCC3)c(=O)c2c1S(=O)(=O)N1CCC(C)CC1	-4	1	-1	-5	-6	0	1	4	-10
55	CCN1/C(=C/c2ccc3ccccc3[n+]2CCCS(=O)(=O)[O-])C=Cc2cc(C)ccc21	-10	0	0	8	14	-2	19	-6	3
56	O=C(Nc1cc(S(=O)(=O)Nc2ccc(Cl)cc2)ccc1O)c1ccc(F)cc1F	-14	14	5	4	16	6	10	-14	-2
57	COc1cc(C(=S)N2CCCC2)ccc1O	5	2	1	-1	2	1	-1	-1	8
58	O=C(Nc1nc2ccc(S(=O)(=O)N3CCCC3)cc2s1)c1ccccn1	4	2	8	0	14	1	5	0	2
59	Nc1nc2c(s1)CCc1ccccc1-2	-4	-1	2	-7	12	-2	2	-2	3
60	O=C(Nc1nc2ccccc2s1)C1CCN(C(=O)c2ccco2)CC1	3	3	2	1	10	2	-6	-5	-2
61	O=C(NCc1ccccc1CN1CCCC1)c1ccc(S(=O)(=O)Nc2ccccc2)cc1	25	4	25	-6	-2	0	-17	-2	-1

An excerpt; the hit share may differ from the screen's.
